# Screening results: PubChem, The Scripps Research Institute Molecular Screening Center
# PAFAH1B3 inh = inhibitors of human PAFAH1B3. Q15102. AID 492972. recombinant PAFAH1B3, FP-rhodamine probe, fluorescence polarization. inhibition, % at 3.39 µM. 340,000 tested, 0.28% active;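 active = inhibition above the screen-wide average of all tested compounds plus 3 SD, cut at about 25% in these data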;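 also: 0% = enzyme with DMSO only and 100% = wells lacking PAFAH1B3 protein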
# pPAFAH FP inh = inhibitors of human plasma PAF acetylhydrolase (pPAFAH) | Q13093 | recombinant pPAFAH, FP-rhodamine probe fluorescence polarization | inhibition, % at 3.39 µM | 330,000 tested, 1.5% active;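 active = inhibition above the mean inhibition across the screen plus 3 SD, cut at about 25% in these data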;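 also: inhibitors block binding of the rhodamine activity-based probe so polarization drops; 0% = enzyme with DMSO and 100% = wells lacking pPAFAH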
# PAD4 inh = inhibitors of human PAD4 | Q9UM07 | recombinant PAD4, RCA probe fluorescence polarization | inhibition, % at 6.36 µM | 330,000 tested, 0.41% active | AID 485272;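 active = percent inhibition above a cutoff equal to the mean of all tested compounds plus 3 SD, cut at about 15% in these data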;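 also: 0% = PAD4 with RCA probe and DMSO and 100% = probe without PAD4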
# Target sequence (Q9UM07 whole entry, looked up): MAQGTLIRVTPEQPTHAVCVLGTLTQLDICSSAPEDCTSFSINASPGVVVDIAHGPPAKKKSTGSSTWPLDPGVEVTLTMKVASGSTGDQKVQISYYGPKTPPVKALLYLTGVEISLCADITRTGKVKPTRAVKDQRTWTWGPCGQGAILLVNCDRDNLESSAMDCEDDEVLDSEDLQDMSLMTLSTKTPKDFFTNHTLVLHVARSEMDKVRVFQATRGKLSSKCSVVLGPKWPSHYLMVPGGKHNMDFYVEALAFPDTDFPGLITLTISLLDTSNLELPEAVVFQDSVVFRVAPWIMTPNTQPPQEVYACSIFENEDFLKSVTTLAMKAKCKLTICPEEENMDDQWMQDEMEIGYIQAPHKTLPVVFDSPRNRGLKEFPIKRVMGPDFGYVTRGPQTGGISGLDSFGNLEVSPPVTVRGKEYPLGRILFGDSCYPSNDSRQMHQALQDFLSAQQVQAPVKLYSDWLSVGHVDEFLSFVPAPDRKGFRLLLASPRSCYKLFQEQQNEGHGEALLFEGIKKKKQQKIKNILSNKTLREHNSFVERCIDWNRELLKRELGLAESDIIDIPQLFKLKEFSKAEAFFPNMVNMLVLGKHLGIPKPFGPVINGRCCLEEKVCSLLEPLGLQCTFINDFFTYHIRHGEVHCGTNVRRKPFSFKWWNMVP
# PME-1 inh = PME-1 (human) inhibition | Q9Y570 | recombinant PME-1, FP-Rh probe fluorescence polarization | inhibition, % at 5.9 µM | 320,000 tested, 0.53% active | AID 2130;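 active = inhibition above the campaign mean of all compounds plus 3 SD, cut at about 26% in these data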;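 also: competitive labeling of PME-1 active site by serine hydrolase directed probe; 0% = PME-1 with DMSO and 100% = wells lacking PME-1 enzyme; inhibitors block probe labeling so polarization falls and inhibition rises; many of its hits are not listed in these tables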
# GSTO1 counter = counter-screen for RBBP9 inhibitors: inhibitors of human GSTO1. inhibition, % at 5.96 µM. 300,000 tested, 1.1% active. P78417. AID 1974. recombinant GSTO1, activity-based probe fluorescence polarization;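 active = inhibition above the campaign mean inhibition plus 3 SD, cut at about 35% in these data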;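 also: 0% = GSTO1-1 with DMSO and 100% = wells lacking GSTO1-1 enzyme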
# PAFAH2 FP inh = inhibitors of human PAFAH2; Q99487; recombinant PAFAH2, FP-rhodamine activity probe, fluorescence polarization; inhibition, % at 3.39 µM; 340,000 tested, 0.99% active;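 active = inhibition above the mean over all tested compounds plus 3 SD, cut at about 30% in these data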;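 also: inhibitors block probe labeling of enzyme so polarization drops; 0% = enzyme with DMSO and 100% = wells lacking PAFAH2 protein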
# PAFAH1B2 inh = blocks human PAF acetylhydrolase 1b catalytic subunit 2; recombinant PAFAH1B2, FP-rhodamine activity probe, fluorescence polarization; AID 492953; inhibition, % at 3.39 µM; 340,000 tested, 1.2% active; P68402;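 active = inhibition above the mean of all tested compounds plus 3 SD, cut at about 24% in these data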;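 also: 0% = enzyme with DMSO and 100% = wells lacking PAFAH1B2; many of its hits are not listed in these tables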
# Target sequence (P68402 whole entry, looked up): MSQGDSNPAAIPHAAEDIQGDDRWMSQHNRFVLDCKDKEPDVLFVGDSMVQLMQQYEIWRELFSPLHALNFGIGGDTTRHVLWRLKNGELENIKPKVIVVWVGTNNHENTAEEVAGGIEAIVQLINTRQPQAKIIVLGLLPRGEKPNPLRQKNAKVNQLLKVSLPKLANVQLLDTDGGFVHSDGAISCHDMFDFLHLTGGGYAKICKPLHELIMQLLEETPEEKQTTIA
# LYPLA2 inh = LYPLA2 (human) inhibition in PME1 counter-screen; recombinant LYPLA2, FP-Rh probe fluorescence polarization; 320,000 tested, 0.38% active; AID 2177; O95372; inhibition, % at 5.9 µM;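 active = inhibition above the screen-wide mean plus 3 SD, limit set per campaign, cut at about 26% in these data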;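 also: 0% = LYPLA2 with DMSO and 100% = wells lacking LYPLA2 enzyme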
# LYPLA1 inh = LYPLA1 (human) inhibition in PME1 counter-screen. AID 2174. recombinant LYPLA1, FP-Rh probe fluorescence polarization. 320,000 tested, 0.16% active. inhibition, % at 5.9 µM. O75608;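 active = inhibition above the mean of all tested compounds plus 3 SD, set per campaign, cut at about 14% in these data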;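 also: inhibitors block serine hydrolase probe labeling of LYPLA1 so polarization falls; 0% = enzyme with DMSO and 100% = wells lacking LYPLA1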
# * marks the source's active call; other numbers are inactive results; nt = no result given. Only part of the results is shown; rates above refer to the full screens.
SMILES,PAFAH1B3 inh,pPAFAH FP inh,PAD4 inh,PME-1 inh,GSTO1 counter,PAFAH2 FP inh,PAFAH1B2 inh,LYPLA2 inh,LYPLA1 inh
COc1ccc(-n2nc(C(=O)N3CCC(N4CCCCC4)CC3)c3c4ccccc4n(C)c3c2=O)cc1,0,3,-5,1,-3,1,-3,1,-4
COCCn1c(SCC(=O)Nc2ccc3c(c2)OCCO3)nnc1-c1ccncc1,6,0,6,nt,nt,-7,4,nt,nt
COCCNC(=O)c1onc(CSc2ccccn2)c1C(=O)NCCOC,2,-1,1,1,2,-4,5,2,-2
O=[N+]([O-])c1cc(/C=N/O)ccc1Sc1ccccc1,3,12,-7,1,7,9,3,7,0
O=C(O)Cn1ncn(-c2ccc(OC(F)(F)F)cc2)c1=O,-1,0,-4,-5,1,-4,2,-6,-1
Cn1c(=O)c2c(nc(Br)n2Cc2nnc(N)s2)n(C)c1=O,-1,-2,-3,-3,-1,4,3,2,1
Cc1nn(C)c(Oc2cccc(Cl)c2)c1C(=O)Nc1ccc(F)cc1,-3,1,-4,1,-4,5,4,-3,-6
Cc1csc(SC(C)C(=O)Nc2ccc(Cl)cn2)n1 (configuration not stated),-3,1,5,6,1,-3,4,-3,-2
O=C(Nc1cnc2sc3c(n2c1=O)CCCC3)c1ccc(F)cc1,-5,4,-4,-4,-3,8,0,-1,0
CCc1cc[n+](-c2nc3ccccc3nc2C(=C=[N-])C#N)cc1,2,4,0,6,63*,-3,2,6,0
O=S(Cc1ccc(Cl)cc1)CC(O)(c1ccccc1)c1ccccc1 (configuration not stated),2,4,0,-5,-1,5,12,-7,2
CCOc1cccc(C2C(C#N)=C(N)Oc3cc(C)[nH]c(=O)c32)c1OCC (configuration not stated),0,9,-4,-7,-2,-2,6,5,1
COc1nccnc1NS(=O)(=O)c1ccc(N/C=C2\CCCCC2=O)cc1,8,2,-5,2,4,-3,4,4,0
CCSc1nnc(NC(=O)c2ccc(S(=O)(=O)N(C)C)cc2)s1,9,2,-4,2,-11,-1,0,4,3
CCn1c(SC(C)C(=O)O)nc2sc3c(c2c1=O)CCC3 (configuration not stated),10,13,16*,1,12,25,5,2,1
N#Cc1cccnc1N1CCC(C(N)=O)CC1,2,4,1,-4,0,-2,1,-2,-3
O=C(CCc1nc(-c2ccc(Cl)cc2)no1)NCc1ccccc1CN1CCOCC1,8,-1,-3,-2,nt,-1,-5,1,1
Cc1cc(C)cc(NC(=O)CSc2nc3ccccc3nc2N2CCCC2)c1,-7,22,-3,5,3,3,0,-1,-4
CCOC(=O)c1cc2cc(F)ccc2nc1C,6,3,-3,-4,2,4,5,10,5
CCOC(=O)COn1c(=O)c(C)[n+]([O-])c2ccccc21,1,0,-3,-4,7,3,4,-7,-2
COc1ccc(N2C(=O)CC(N3CCN(S(=O)(=O)c4cc(C)ccc4C)CC3)C2=O)cc1 (configuration not stated),6,7,-3,3,3,-2,0,0,-2
Cn1c(=O)c2c3c(sc2n2c(SCc4ccccc4)nnc12)CCCC3,nt,2,-1,5,1,nt,nt,-3,-5
Cn1c(=O)n(CC(=O)Nc2ccc(F)cc2)c2ccccc21,3,5,2,-1,-9,9,5,6,-1
Cc1nn2c(c1-c1ccc(Cl)cc1)N=C(c1ccco1)CC2c1ccccc1 (configuration not stated),-2,8,-2,-3,-5,-2,3,-4,-2
CCOC(=O)C1CCCN(CCC(=O)Nc2c(C(=O)OC)[nH]c3cc(OC)ccc23)C1 (configuration not stated),9,7,-1,0,-1,-4,3,0,-1
Cc1cc(C)c2sc(NNC(=O)c3ccc(S(=O)(=O)N4CCc5ccccc5C4)cc3)nc2c1,14,15,-3,1,-19,9,16,-24,-20
Cc1ccc(C(=O)N/C(=C/c2ccc(C(C)C)cc2)C(=O)NCCCN2CCOCC2)cc1,nt,4,-2,2,-6,nt,nt,-2,-1
COc1ccc(CNC(=O)/C=C/c2ccccc2[N+](=O)[O-])cc1,1,0,-3,0,5,1,-3,-5,-3
Cc1ccc(/C=[N+](/[O-])C2SC(=S)N(C)C2(C)C)cc1 (configuration not stated),-3,0,0,-2,4,-1,4,0,-2
Cc1cccc(-c2nnn(CC/C(N)=N/O)n2)c1,6,4,-2,-3,-1,-2,6,-5,0
COc1ccc(OC)c(NC(=O)CCNC(=O)Cn2ccc3ccccc3c2=O)c1,3,5,2,-4,0,0,-1,-1,-2
O=C1NCC(c2ccccc2)C1C(=O)N/N=C\c1ccc(-c2ccc(Cl)c(Cl)c2)o1 (configuration not stated),0,0,-3,-20,-28,-16,-2,-28,-19
O=C(c1ccccc1)N1CCN(CCc2ccccc2)CC1,6,-2,-2,-2,0,-6,-5,5,2
O=C1CCCC2=C1C(c1cccs1)n1nc(SCc3ccc(C(=O)O)cc3)nc1N2 (configuration not stated),4,1,-2,-1,4,4,4,2,-1
c1ccc(-c2cc(-c3nnc4n3N=C(c3ccc5ccccc5c3)CS4)[nH]n2)cc1,-12,-3,-8,-30,-7,-12,-2,-14,-10
Cc1sc(NC(=S)NC(=O)c2ccco2)c(C#N)c1C,2,2,1,-1,21,-5,4,6,2
CCOC(=O)c1cc2c(=O)n3ccccc3nc2n(CC2CCCO2)c1=NC(=O)/C=C/c1ccccc1 (configuration not stated),1,1,1,-1,0,4,-2,2,-8
CN(C(=O)CSc1nnn(C)n1)c1ccccc1,5,2,-4,9,-2,2,7,2,3
Nc1ccc(-c2nnc(-c3ccccc3)o2)cc1,8,-3,0,-5,-5,2,-1,8,-5
CCOc1ccccc1-n1c(SCC(=O)Nc2nccs2)nnc1-c1ccoc1C,-3,4,-1,2,8,0,3,-5,-1
COc1cc(S(=O)(=O)N2CCOCC2)ccc1F,9,1,-4,2,2,5,1,3,1
Cc1cc(=O)oc2n[nH]c(-c3ccccc3)c12,7,4,-5,4,-2,8,4,-4,-1
COc1ccccc1CNC(=O)Cc1ccccc1,2,4,2,7,5,1,-1,3,-1
Nc1nc2n(n1)C(=O)CC(c1ccccc1)N2 (configuration not stated),9,0,-2,1,15,-7,-1,-4,2
CCn1c(=O)c2ccccc2n2c(SCC(N)=O)nnc12,7,2,0,-3,-1,-1,-1,4,-2
O=C(N/N=C/c1ccccc1F)c1cccc(NC(=O)c2ccccc2Cl)c1,2,-3,-2,-24,-16,-11,-1,-16,-16
CCC(C)(C(=O)Nc1ccc2c(c1)OCCO2)N(C(C)=O)c1ccc(C(N)=O)cc1 (configuration not stated),7,4,3,6,-3,2,-7,5,2
O=C1CCC(=O)N(O)CCCCCNC(=O)CCC(=O)N(O)CCCCNC(=O)CCC(=O)N(O)CCCCCN1,5,3,-4,3,11,4,1,-4,-3
CCC1(CC)N=C(c2ccccc2)C(=S)N1,-2,8,1,3,-4,-3,3,6,-1
COC(=O)c1cc(OC)c(OC)cc1NC(=O)C(C)Sc1ccc(C)cc1 (configuration not stated),16,1,1,4,-2,8,6,5,-3

# (next part)
SMILES,PAFAH1B3 inh,pPAFAH FP inh,PAD4 inh,PME-1 inh,GSTO1 counter,PAFAH2 FP inh,PAFAH1B2 inh,LYPLA2 inh,LYPLA1 inh
Cc1ccccc1C(=O)Nc1ccccc1-c1nnn(CC(=O)Nc2ccc3c(c2)OCCO3)n1,-5,0,1,7,-11,-4,-2,1,2
Cc1[nH]c2c(Cl)cccc2c(=O)c1CN1CCCC1,3,1,0,2,1,-5,5,3,-3
COc1cc2[nH]c(=O)n(CCCCCC(=O)N3CC=C(c4ccccc4)CC3)c(=O)c2cc1OC,7,20,4,-2,-10,-2,0,21,17*
NC(=O)c1nc[nH]c1C(=O)Nc1cccc(C(F)(F)F)c1,8,0,1,-4,nt,-3,-1,-8,-5
CCC1C(=O)Nc2ccccc2N1C(=O)COc1ccccc1 (configuration not stated),0,10,-1,-5,3,-3,0,4,-1
COc1cccc(NC(=O)CNc2cc(S(=O)(=O)N3CCOCC3)ccc2N2CCCC2)c1,2,-3,1,0,nt,6,7,-1,-1
COc1cccc(CNC(=O)CCc2nc3cc(S(=O)(=O)N4CCOCC4)ccc3n2C)c1,3,3,-1,0,-3,-2,1,-1,1
CCCc1nnc(SCC(=O)N2CCCCC2C)n1CC1CCCO1 (configuration not stated),-6,5,1,2,7,8,5,5,3
CCOC(=O)C1CCCN(Cc2cccs2)C1 (configuration not stated),4,-5,3,3,-1,-7,5,3,1
CN(Cc1ccccc1)CC(O)COc1ccc(CNCc2nccn2C)cc1 (configuration not stated),6,3,-2,2,3,3,6,3,-1
COc1ccc(OCC(O)CNS(=O)(=O)c2ccc(C)cc2)cc1 (configuration not stated),nt,0,3,1,2,nt,nt,0,3
CCOC(=O)C1=CN(Cc2ccco2)S(=O)(=O)N(C)C1CC (configuration not stated),7,2,-1,nt,nt,0,3,nt,nt
Cc1cccc(OCC(=O)NCCNC(=O)c2ccccn2)c1,5,2,-1,-2,1,0,6,6,4
O=C(O)C(F)(F)S(=O)(=O)O,-1,-1,-11,-6,-1,-3,-3,3,-2
CC(C)Cc1ccc(S(=O)(=O)Nc2cccnc2)cc1,1,16,2,6,6,2,7,3,3
O=S(=O)(c1ccc(OCc2ccc(Br)cc2)cc1)N1CCOCC1,1,-2,-4,4,nt,-1,7,-3,1
COc1ccccc1/C=C\C(=O)NCC(=O)N/N=C/c1cccc(OC)c1O,5,11,-6,-1,-1,11,4,-4,-3
Cc1ccc(CSC2=NCCN2S(=O)(=O)c2ccccc2)cc1,3,2,3,2,5,2,-1,-1,0
Cc1ccc(NC(=O)C2CCN(C(=O)c3ccc(F)cc3)CC2)nc1,5,1,-4,3,-4,-1,-1,-2,1
Cc1nc2c(c(C)nn2-c2ccccc2)c(C)c1CCC(=O)Nc1ccc(CN2CCCC2)cc1,0,-6,0,-7,-19,-13,-9,0,-1

# Look-ups from above:
# Cc1cccc(OCC(=O)NCCNC(=O)c2ccccn2)c1 in GSTO1 counter is entered as 1
# Cc1nc2c(c(C)nn2-c2ccccc2)c(C)c1CCC(=O)Nc1ccc(CN2CCCC2)cc1 in PAFAH2 FP inh is entered as -13

# More entries follow.
SMILES,PAFAH1B3 inh,pPAFAH FP inh,PAD4 inh,PME-1 inh,GSTO1 counter,PAFAH2 FP inh,PAFAH1B2 inh,LYPLA2 inh,LYPLA1 inh
O=C(NCCC1=CCCCC1)C(c1ccccc1)c1ccccc1,8,11,-1,11,0,5,7,1,3
Cn1nnc(-c2ccc(OCc3ccccc3F)cc2)n1,-3,10,1,-3,-3,-2,1,9,2
Cc1ccc(S(=O)(=O)NCC(=O)OCC(=O)N(C)C2CCS(=O)(=O)C2)cc1 (configuration not stated),5,1,-1,3,9,6,-2,4,4
O=C(Nc1ccnn1C1CCN(CCCC2CCCC2)CC1)c1ccccc1Cl,8,3,-2,6,4,-1,4,8,-8
Cc1ccc(C)c(Cn2c(CO)nc3ccccc32)c1,2,-3,1,1,3,-5,-7,-9,-5
Cc1ccc(C)n1NC(=O)c1ccc(Cl)cc1Cl,-3,8,-7,-10,1,4,7,2,-6
COc1ccc(S(=O)(=O)N(CCc2ccccc2)CC(=O)NCCCO)cc1,4,9,-1,7,-4,10,3,-3,0
O=C(Oc1ccc2c(=O)c(Oc3ccc4ccccc4c3)coc2c1)c1cccnc1,7,4,-2,1,3,-16,2,2,-8
COc1ccc(OCC#CCNC(C)(C)C)cc1,1,1,-1,-6,5,7,3,-7,-2
CCOc1ccc(S(=O)(=O)N2CCC(C(=O)N3CCN(c4ccccc4)CC3)CC2)cc1,-3,-5,-2,3,-6,-3,1,4,1
